Source: PubChem BioAssay
Luc counter: blocks Kinase-Glo luciferase, a counter-screen artifact. 200,000 compounds, 0.28% hits. Kinase-Glo luciferase, ATP luminescence, 8 min. Potency, µM (doses to about 38.3 µM), inactives show at the top dose activity change, negative = inhibition, hits mostly inhibitors. Q27757; also: potency is read from the fitted curve at half-maximal effect; % is scaled to controls: 0 for no effect and ±100 for the full control effect; nearly all actives have a fitted effect of over 60% in size
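Light output from Kinase-Glo luciferase with luciferin and 10 uM ATP in 50 mM imidazole pH 7.2, KCl, MgCl2, Tween 20, BSA; compound pin-delivered, 8-min ambient incubation, then luminescence read.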
IMPase Li cell: cell-permeable IMPase inhibitors with lithium potentiation | CHO-M1 cells, IP1 TR-FRET (IP-One), carbachol + lithium | Potency, µM (doses to about 59.4 µM), inactives show at the top dose activity, negative = IMPase inhibition, actives largely listed as inhibitors | 210,000 compounds, 0.35% hits | AID 1457;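 also: IP1 builds up when IMPase is blocked and the TR-FRET signal falls; potency is read from the fitted curve at half-maximal effect; plate controls were basal vehicle for no effect and high inhibitor control for full effect; nearly all actives have a fitted effect of over 50% in size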
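IP1 accumulation measured by competitive TR-FRET in lysed CHO-M1 cells after 30 min compound exposure at 37C, with a small lithium addition to potentiate weak responses. Hill-equation AC50 from ratio and donor-channel data.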
Epigenetic derep: derepresses silenced GFP reporter in murine cells; murine LDR cells, GFP reporter derepression, 30 h; Potency, µM (highest dose often 53.9 µM), inactives show at the top dose GFP activation, hits mostly activators; 280,000 compounds, 0.2% hits; AID 1865; also: potency is read from the fitted curve at half-maximal effect; % of control where 0% means no effect; nearly all actives have a fitted effect of over 60% in size
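GFP-positive cell count by laser-scanning cytometry (objects 20–120 um) after 30 h, 37 C compound exposure of murine LDR cells; reporter is CMV-GFP integrated at a silenced locus, inducible by HDAC or DNMT inhibitors.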
HTT aggregate: inhibitors of mutant huntingtin aggregate formation in PC12 cells | PC12 HttQ103-GFP aggregates, Acumen cytometry, 40 h | Potency, µM (series often up to 46.1 µM), for the others: top-dose activity change, negative = inhibition, hits mostly inhibitors | 220,000 compounds, 1.1% hits; also: potency is read from the fitted curve at half-maximal effect; % is scaled to controls: 0 for no effect and ±100 for the full control effect; nearly all actives have a fitted effect of over 60% in size
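Quantitative HTS on tebufenozide-induced (100 nM) PC12 cells stably expressing polyQ103 Huntingtin exon 1–GFP. Reduction of bright GFP aggregates, detected by laser scanning cytometry after lysis, identified actives across the titration.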
LMNA splice mod: modulators of lamin A splicing | AID 1487 | Potency, µM (titrated, usually from 46.1 µM), without a hit: at the highest dose ratio change, negative = inhibition, most hits filed as inhibitors | HeLa LMNA splicing GFP/RFP minigene ratio, 48 h | 200,000 compounds, 0.01% hits; active = well fitted inhibition curve with a large enough effect in the signal ratio, with a control signal flat, not every such curve was filed as active; inconclusive = small, poorly fitted or top-dose-only effect, or effect the other way, or a change in a side signal; the % refers to the signal ratio; also: potency is read from the fitted curve at half-maximal effect; % is scaled to controls: 0 for no effect and ±100 for the full control effect
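Read-out is the ratio of GFP to DsRed2 object intensity, acquired by 488 nm laser-scanning cytometry on HeLa lamin A-EGFP minigene reporter cells. Compound incubation 48 hrs at 37 °C in Opti-MEM with 2% FBS; DMSO 0.5% final.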
NPSR antagonist: antagonists of human neuropeptide S receptor cAMP signaling | Potency, µM (series often up to 38.3 µM), inactives show at the highest dose activity change, negative = inhibition, most hits filed as inhibitors | CHO-NPSR cells, cAMP TR-FRET, antagonist mode | Q6W5P4 | 220,000 compounds, 1% hits; also: potency is read from the fitted curve at half-maximal effect; % is scaled to controls: 0 for no effect and ±100 for the full control effect; nearly all actives have a fitted effect of over 50% in size; many of its hits are not listed in these tables
Target sequence (Q6W5P4 whole entry, looked up): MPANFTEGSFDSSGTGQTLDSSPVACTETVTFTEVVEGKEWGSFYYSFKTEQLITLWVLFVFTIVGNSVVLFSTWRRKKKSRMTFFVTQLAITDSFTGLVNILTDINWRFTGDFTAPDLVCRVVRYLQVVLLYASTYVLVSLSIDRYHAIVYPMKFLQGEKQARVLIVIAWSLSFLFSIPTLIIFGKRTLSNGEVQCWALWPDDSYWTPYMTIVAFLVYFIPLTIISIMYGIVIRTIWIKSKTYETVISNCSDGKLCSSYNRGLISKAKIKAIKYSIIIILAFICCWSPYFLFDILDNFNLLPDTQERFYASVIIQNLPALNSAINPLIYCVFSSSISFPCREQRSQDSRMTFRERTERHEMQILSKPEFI
CBFb RUNX1 block: blocks binding between human CBF-beta and RUNX1; Q01196+Q13951; AlphaScreen CBFb-His/RUNX1-biotin binding, biochemical; Potency, µM (series often up to 59.8 µM), for inactives: at the top dose activity, negative = inhibition, most hits filed as inhibitors; 230,000 tested, under 10 active; also: % of control where 0% means no effect
Target sequence (Q01196 whole entry, looked up): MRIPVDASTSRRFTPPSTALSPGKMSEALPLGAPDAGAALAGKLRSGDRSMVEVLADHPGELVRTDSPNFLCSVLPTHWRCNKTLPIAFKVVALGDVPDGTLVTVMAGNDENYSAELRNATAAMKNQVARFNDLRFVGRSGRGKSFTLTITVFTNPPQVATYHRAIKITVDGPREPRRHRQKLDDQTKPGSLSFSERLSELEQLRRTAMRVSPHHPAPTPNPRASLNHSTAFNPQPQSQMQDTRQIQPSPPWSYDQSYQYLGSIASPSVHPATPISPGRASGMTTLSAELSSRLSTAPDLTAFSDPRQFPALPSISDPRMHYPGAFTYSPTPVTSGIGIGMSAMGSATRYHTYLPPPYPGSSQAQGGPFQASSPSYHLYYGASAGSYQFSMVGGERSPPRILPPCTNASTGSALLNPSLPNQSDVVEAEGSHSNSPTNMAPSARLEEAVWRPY
Target sequence (Q13951 whole entry, looked up): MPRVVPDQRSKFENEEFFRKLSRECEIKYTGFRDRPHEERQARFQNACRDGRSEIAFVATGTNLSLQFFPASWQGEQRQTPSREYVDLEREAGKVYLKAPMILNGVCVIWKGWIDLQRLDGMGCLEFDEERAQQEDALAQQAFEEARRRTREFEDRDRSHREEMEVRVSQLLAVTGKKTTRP
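Inhibition was taken as any reduction in AlphaScreen signal from the CBF-beta–RUNX1 pair (His and biotin tags, 30 nM each), measured after compound (15 min) and bead (90 min) incubations at room temperature.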
* marks the source's active call; other numbers are inactive results; ? = inconclusive; . = not tested or not shown; [ ] = remark or other dose. Unless noted, calls follow the shape of the dose curve; as a rule, active = well fitted curve in the direction sought with a large enough effect; inconclusive = small, poorly fitted or top-dose-only effect, or another doubt; inactive = no such curve, though single readings can be large; an effect the other way counts as inactive or inconclusive. A portion of the library, so the mix of outcomes need not match the whole.

smiles	CBFb RUNX1 block	HTT aggregate	IMPase Li cell	LMNA splice mod	Epigenetic derep	NPSR antagonist	Luc counter
O=Cc1cn(-c2ccccc2)nc1-c1ccncc1	6%	-6%	3%	.	-2.9%	-8%	1%
CC(C)C(=O)Nc1ccc2c(c1)oc1ccccc12	-1%	-19%[9.22 µM]	-13%[38.3 µM]	-5%	-8.8%	-20%[46.1 µM]	0%
COc1cc(NC(=O)COC(=O)c2ccccc2F)cc(OC)c1	2%	4%	0%	-9%	0.0%	26%	3%
O=C1Nc2cc(Cl)c(Cl)cc2N(O)N1c1ccc(Cl)cc1	0%	5%	7%[38.3 µM]	4%	1.1%	4%[46.1 µM]	2%
COc1cc(C2SCC(=O)N2CCCN(C)C)cc(OC)c1OC (configuration not stated)	1%	-11%	19%[38.3 µM]	-7%	-0.4%	24%[46.1 µM]	0%
Cc1cc(C(F)(F)F)nn1C(=O)c1cccnc1Cl	2%	-10%	-17%[38.3 µM]	2%	-0.7%	1%[46.1 µM]	1%
C[C@@H]1O[C@@H](OC[C@H]2O[C@@H](Oc3c(-c4ccc(O)c(O)c4)oc4cc(O)cc(O)c4c3=O)[C@H](O)[C@@H](O)[C@@H]2O)[C@H](O)[C@H](O)[C@H]1O	-28%	-13%	.	-2%	1.1%	-1%	.
CCOC(=O)CC1C(=O)NCCN1Cc1cccs1 (configuration not stated)	7%	5%	-1%	17%[46 µM]	0.8%	7%	1%
COc1ccccc1N1CCN(C(=O)COc2cc(C)ccc2C)CC1	8%	15%	10%	1%	-2.6%	-4%	2%
COCCn1c(=NC(=O)C(C)(C)C)sc2cc([N+](=O)[O-])ccc21	-1%	-15%	1%	-6%	-1.6%	-18%	0%
CCOC(=O)c1cc2c(=O)n3ccccc3nc2n(CCCOC)c1=NC(C)=O	-15%	4%	?	5%	0.0%	-7%[46.1 µM]	-1%
O=C(Cc1c(Cl)cccc1Cl)NC1=NCCS1	-6%	-6%	6%	.	-0.4%	-11%	-1%
Cc1c(C(=O)NCc2cccs2)oc2ccccc12	?	-15%	13%[38.3 µM]	14%	0.0%	-1%[46.1 µM]	-1%
Cc1onc(-c2ccccc2)c1C(=O)Nc1ccc(S(=O)(=O)N2CCCC2)cc1	8%	16%[9.22 µM]	4%	-4%[46 µM]	-0.1%	8%	-1%
COc1ccc(OC)c(NC(=O)CN(Cc2ccccc2)S(C)(=O)=O)c1	-21%	0%	0%	-9%[46 µM]	-1.2%	2%	-3%
O=c1c2ccccc2nc(/C=C/c2cccnc2)n1Cc1ccccc1	3%	3%[9.22 µM]	17%	.	0.0%	17%	-1%
O=c1[nH]cnc2c([N+](=O)[O-])cccc12	4%	-6%	23%[38.3 µM]	20%	-0.9%	8%[46.1 µM]	-3%
CCOC(=O)c1c(NC(=O)OC)sc(C(=O)N(CC)CC)c1C	8%	13%	15%[38.3 µM]	1%	-1.1%	-24%[46.1 µM]	-3%
COc1ccc2nc(/N=C(\N)NC(=O)N3c4ccccc4Sc4ccccc43)nc(C)c2c1	0%	16%	-3%	-1%	1.0%	7%	-1%
Cc1c(N=C/C=C2\N(C)c3ccccc3C2(C)C)c(=O)n(-c2ccccc2)n1C	-1%	1%	.	-5%	-2.0%	-2%[46.1 µM]	.
CCCCCOc1ccc(NS(C)(=O)=O)cc1	1%	2%	-1%[38.3 µM]	-5%	-1.1%	3%[46.1 µM]	-3%
COc1ccc(-c2nc3ccccc3n2Cc2ccc(C)cc2)cc1	-1%	?	0%[38.3 µM]	?	-0.7%	-29%[46.1 µM]	-4%
COc1ccc(NC(=O)c2cc3c(s2)CCC(C)C3)cc1S(=O)(=O)N1CCOCC1 (configuration not stated)	-8%	?	15%	?	0.0%	-1%	-2%
CN1CCN(C(c2cccc(C(F)(F)F)c2)c2nnnn2C(C)(C)C)CC1 (configuration not stated)	6%	5%	9%	-5%	0.0%	-3%[46.1 µM]	-3%
Cc1ccc(SCCNC(=O)/C=C/c2ccc(Cl)cc2)cc1	-3%	-5%	3%	-12%	-0.9%	4%	-2%
Cn1c(=O)c2c(nc(-n3ccnc3)n2Cc2ccc([N+](=O)[O-])cc2)n(C)c1=O	14%	22%	1%	-5%	-0.9%	-11%[46.1 µM]	8%
CCOC(=O)c1cc(C(=O)c2cc(Cl)ccc2O)coc1=N	-4%	3%	-2%	-24%[46 µM]	0.2%	-33%	0%
CC(=O)c1c(C)[nH]c(C(=O)CSc2nnc(C)s2)c1C	-1%	-5%	-9%	.	0.3%	11%	1%
O=C(CN1CCN(Cc2ccc3c(c2)OCO3)CC1)Nc1cc(S(=O)(=O)N2CCCC2)ccc1Cl	-4%	-30%	16%	-21%[46 µM]	-0.6%	-21%	0%
COC(=O)c1cn(N(C)c2ncc(C(F)(F)F)cc2Cl)c(=O)c2ccccc12	2%	2%	38%[activator][38.3 µM]	?	-1.4%	-30%[46.1 µM]	-4%
CCCCc1c(O)nc2ccccn2c1=O	2%	11%	.	-15%	0.9%	15%[46.1 µM]	.
COc1ccc(OC)c(NC(=O)CCNS(=O)(=O)c2cccs2)c1	0%	6%	5%	-8%	-0.1%	4%	-1%
CCCc1cc(=O)[nH]c(SCC(=O)OCc2ccccc2)n1	3%	6%	-12%[38.3 µM]	8%	11%	-12%[46.1 µM]	-1%
CC(=O)Nc1ccc(OCC(O)Cn2ccnc2)cc1 (configuration not stated)	0%	-9%[9.22 µM]	7%	?	-0.1%	9%	-4%
CC(=O)c1c(O)cc(C)n(Nc2nc(C)cc(C)n2)c1=O	-3%	1.3µM*	4%[38.3 µM]	1%	-1.1%	-11%[46.1 µM]	-2%
CC1CC(=O)c2cnc(NCc3ccco3)nc2C1 (configuration not stated)	7%	6%	19%[38.3 µM]	5%	-1.0%	5%[46.1 µM]	1%
COc1ccc(OCC(=O)N2CCN(C(=O)c3cccc(F)c3)CC2)cc1	-1%	7%	16%[38.3 µM]	6%	0.0%	-8%[46.1 µM]	-1%
COCCNC(=O)/C(C#N)=C/C=C/c1ccccc1	-1%	6%	10%	?	0.0%	-26%	-1%
O=C(CCCN1C(=O)/C(=C/c2ccccc2Cl)SC1=S)NNC(=O)c1cccnc1	-25%	31%[9.22 µM]	.	.	2.2%	0%	.
CCOC(=O)c1c(C)[nH]c(C(=O)CN2C(=O)NC(C)(c3ccc4ccccc4c3)C2=O)c1C (configuration not stated)	-14%	-21%	1%[38.3 µM]	11%	-2.3%	-17%[46.1 µM]	5%
Cc1ccc(NC(=O)Nc2ccc(F)cc2)nc1	4%	7%	14%[38.3 µM]	14%	0.9%	-10%[46.1 µM]	1%
COc1cc(/C=C/C(=O)OCC(=O)c2c[nH]c3ccccc23)ccc1OC(F)F	2%	?	.	-8%	1.8%	-27%[46.1 µM]	.
Cc1ccc(Cn2c(SCc3cccnc3)nc3c2c(=O)n(C)c(=O)n3C)cc1	-5%	-5%	15%[38.3 µM]	14%	0.5%	2%[46.1 µM]	-6%
COc1ccc(CN(Cc2cccnc2)C(=S)NCCc2ccccc2)cc1OC	-5%	?	31%[activator][38.3 µM]	-2%	0.0%	?	2%
COc1cc(SC)ccc1C(=O)OCC(=O)NCC(C)C	5%	18%	-9%	-6%[46 µM]	-2.5%	7%	5%
COc1ccc(CCN2C(=O)CC(C(N)=O)SC2=Nc2ccccc2)cc1OC (configuration not stated)	-10%	15%	-1%[38.3 µM]	11%	3.1%	3%[46.1 µM]	0%
CCN1C(=O)c2ccc(C(=O)Nc3ncc(C)s3)cc2C1=O	0%	6%	-5%	-4%[46 µM]	-0.1%	-4%	-14%
CC(C)C(=O)NC(NC(=O)C(C)C)c1ccc([N+](=O)[O-])cc1	-2%	-8%	0%	6%	5.2%	10%	2%
NNC(=O)c1csc(-c2cccc(C(F)(F)F)c2)n1	1%	9%	-10%	.	-1.0%	11%	-1%
O=C(c1ccc(S(=O)(=O)NCc2ccco2)cc1)N1CCN(Cc2ccccc2)CC1	-2%	-5%	0%	0%[46 µM]	-0.3%	-4%	-1%
Cc1nn(C)c(C(=O)NNC(=S)Nc2ccc(F)cc2)c1[N+](=O)[O-]	-7%	-3%	-12%[38.3 µM]	-5%	0.8%	-10%[46.1 µM]	2%
Cc1ccc(-n2cc3ccc([N+](=O)[O-])cc3n2)cc1	-5%	-20%	2%	?	0.0%	6%[46.1 µM]	-5%
Cc1cc(NC(=O)CSc2nnc(C)n2-c2ccccc2)no1	2%	5%	0%	9%[46 µM]	-0.2%	4%	2%
Nc1cc(-c2ccc(OC(F)(F)F)cc2)nn1-c1ccc(Cl)c(Cl)c1	23%	-8%[9.22 µM]	.	-6%[46 µM]	8.7%	56%	.
COc1ccccc1NC(=S)N1CC(C)OC(C)C1 (configuration not stated)	4%	1%	-1%	25%[46 µM]	2.3%	6%	1%
Cc1noc(C)c1C(=O)OC(C)C(=O)Nc1ccc(S(=O)(=O)NC(C)C)cc1 (configuration not stated)	7%	0%	6%	-8%	1.0%	8%	-1%
CCc1nnc(NC(=O)CSc2nc(SC)ns2)s1	7%	19%	8%	?	-4.1%	-1%	-2%
COc1ccc(Br)cc1C(=O)N/N=C/c1ccc2c(c1)n(C)c(=O)n2C	-9%	5%	-23%	-2%	0.0%	-31%	0%
CCN(CC)S(=O)(=O)c1ccc(OC)c(NC(=O)CSc2cc(Cl)ccc2Cl)c1	23%	20%	5%	?	-0.8%	-20%	-1%
CC(c1cccnc1)N(C(=O)Nc1ccccc1)C1CCCCC1 (configuration not stated)	1%	15%	14%[38.3 µM]	4%	0.7%	4%[46.1 µM]	1%
